# RmlCD inh 1536 = M. tuberculosis RmlC/RmlD coupled enzyme inhibitors, primary screen, biochemical, compound mixtures, 384-well, from 1536-well plates; hit rate 0.03% among 160,000; RmlC+RmlD coupled enzyme assay, percent inhibition; primary screen in compound mixtures; inhibition, % at 3.6 µM; AID 1533, 2009; in the data active means inhibition mostly above about 34%, no sharp cut-off; further: some results filed as inactive read as strong as hits
# Target sequence (P9WH09 whole entry, looked up): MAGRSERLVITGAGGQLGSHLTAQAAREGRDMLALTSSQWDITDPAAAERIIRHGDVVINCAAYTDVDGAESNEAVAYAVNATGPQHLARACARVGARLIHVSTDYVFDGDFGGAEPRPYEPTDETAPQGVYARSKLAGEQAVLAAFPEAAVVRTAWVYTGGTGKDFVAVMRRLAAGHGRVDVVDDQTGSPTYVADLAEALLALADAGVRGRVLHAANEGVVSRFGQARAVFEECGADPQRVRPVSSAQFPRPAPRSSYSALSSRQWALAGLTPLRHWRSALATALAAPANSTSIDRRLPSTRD
# Target sequence (P9WH11 whole entry, looked up): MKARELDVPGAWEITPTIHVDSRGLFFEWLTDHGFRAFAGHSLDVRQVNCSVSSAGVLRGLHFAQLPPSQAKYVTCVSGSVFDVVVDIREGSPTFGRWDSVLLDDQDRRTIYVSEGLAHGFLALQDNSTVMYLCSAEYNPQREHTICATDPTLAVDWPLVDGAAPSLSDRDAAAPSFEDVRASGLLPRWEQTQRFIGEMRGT
# GlmU inhibition = inhibition of mycobacterial GlmU enzyme – biochemical, glucosamine-1-phosphate acetyltransferase (AID 1376). Bifunctional protein GlmU (Mycobacterium tuberculosis (strain ATCC 25618 / H37Rv)). M. tuberculosis GlmU acetyltransferase enzyme assay; higher % means a stronger effect. inhibition, %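 (tested at 30 µM in the primary screen)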; hits with a dose series show IC50 in µM. hit rate 0.25% among 220,000; in the data active means inhibition above about 13%;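 further: 0% = complete reaction with vehicle and 100% = reaction without substrate; strong numbers were not always called active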
# Numbers without * were called inactive; · = not tested or not shown. Some of the compounds tested; count on the stated rates, not on these rows.
SMILES,RmlCD inh 1536,GlmU inhibition
COc1ccccc1C(=O)Nc1ccccc1N1CCN(S(C)(=O)=O)CC1,·,0.0%
COc1ccccc1CNS(=O)(=O)c1cc(C)ccc1OC,·,-0.4%
CC(C)NC(=O)COC(=O)c1ccc(Cl)c(S(=O)(=O)N2CCCC2)c1,-7,1.0%
Cc1cccc(N2C(=O)C(O)=C(C(=O)c3cccs3)C2c2ccccc2)n1 (stereo unspecified),8,-2.0%
CC(C)CCNC(=O)c1cc(-c2ccco2)nc2ccccc12,·,4.1%
O=C(Nc1ccc(OC(F)F)c(Cl)c1)c1cccc(OC(F)F)c1,·,1.6%
CCCN1C(=O)SC(CC(=O)Nc2ccccc2C)C1=O (stereo unspecified),·,-5.6%
O=C(O)Cc1ccc(Oc2ncc(C(F)(F)F)cc2Cl)cc1,·,-1.1%
CCCC(=O)Nc1cccc(NC(=O)c2ccc3c(c2)OCCO3)c1,·,0.6%
CCC(C)[C@H](NC(=O)NCCCN1CCOCC1)C(=O)OC (stereo partly specified),5,1.9%
CC(C)(C)c1nc2c(C#N)c(-c3ccc(Cl)cc3)ccn2n1,-6,-2.3%
COCCN(C(=O)CCC(=O)Nc1ccccn1)C(C(=O)NCCC(C)C)c1ccc(OC)cc1 (stereo unspecified),-12,3.0%
O=C(CSc1nc(-c2ccco2)cc(C(F)(F)F)n1)NCc1cccs1,·,-4.6%
O=C(NCc1cccnc1)c1ccc(COc2ccc(Cl)cc2Cl)o1,4,-3.5%
COC(=O)C1C(c2ccc(OC)cc2)C(C(=O)OC)S(=O)(=O)C(CCN2CCCCC2)S1(=O)=O (stereo unspecified),-11,-2.3%
CCC(C)(C)n1nnnc1CN1CCN(c2nc3cc(OC)ccc3cc2C#N)CC1,-5,-2.5%
COc1ccc(Nc2c3c(nc4c(-c5ccccc5)c(C)nn24)CCC3)cc1,-2,2.8%
Cc1ccc(C(=O)NN2C(=O)/C(=C/c3cn(C)c4ccccc34)SC2=S)cc1,1,-1.3%
Cc1cc(C)c2cc(CN(CCO)Cc3nnnn3Cc3ccccc3)c(=O)[nH]c2c1,·,0.1%
Cc1nn(CCOc2ccc(Br)cc2)c(C)c1[N+](=O)[O-],1,0.7%

# 2 entries from above, as labelled records.
O=C(CSc1nc(-c2ccco2)cc(C(F)(F)F)n1)NCc1cccs1
  RmlCD inh 1536 = ·
  GlmU inhibition = -4.6%
O=C(NCc1cccnc1)c1ccc(COc2ccc(Cl)cc2Cl)o1
  RmlCD inh 1536 = 4
  GlmU inhibition = -3.5%

# (list continues)
SMILES,RmlCD inh 1536,GlmU inhibition
CC1CN(c2ccc([N+](=O)[O-])cc2Cl)CCN1S(C)(=O)=O (stereo unspecified),5,12%
CCOc1ccccc1-c1nc(CN2CCCC2c2nccs2)c(C)o1 (stereo unspecified),2,6.2%
CC(=O)Nc1ccc(S(=O)(=O)NCc2ccc3c(c2)cc(C)n3C)cc1,7,0.5%
O=P(OC1CCCCC1)(OC1CCCCC1)C(O)c1c(Cl)cccc1Cl (stereo unspecified),0,2.8%
ON=C1CCN(c2ncc(C(F)(F)F)cc2Cl)CC1,6,0.2%
COc1ccc(C2C(=O)N(C3CCCCCC3)CC(=O)N2Cc2ccccc2)cc1OC (stereo unspecified),12,0.7%
COC(=O)c1ccc(S(=O)(=O)N2CCCN(Cc3ccc(F)cc3)CC2)n1C,-10,0.5%
Cc1cccc(Nc2nc(N)c([N+](=O)[O-])c(NCc3ccccc3)n2)c1,-2,5.8%
CCOC(=O)N1CCC(NS(=O)(=O)c2cc(Br)cc3c2N(C(=O)CC)CC3)CC1,8,·
CCC(C)c1ccc(OCC(=O)O)cc1 (stereo unspecified),1,0.6%
COc1ccccc1C1CN(c2ccc(F)cc2F)N=C1c1cccs1 (stereo unspecified),15,-2.6%
Cc1ccc(-n2c(SCC(=O)NCCN3C(=O)CSC3=O)nnc2-c2ccccc2)cc1,7,3.2%
CC1(C)CC(=O)CC2(C1)NCC(c1ccccc1)c1c2[nH]c2ccccc12 (stereo unspecified),10,-2.6%
CCOC(=O)c1[nH]c(C)c(/C(O)=C2\C(=O)C(=O)N(CCCN3CCOCC3)C2c2cccs2)c1C (stereo unspecified),·,0.2%
COC(=O)NC(=C(Cl)Cl)S(=O)(=O)c1ccccc1,12,1.6%
c1ccc(COc2ccc(OCCCCN3CCCCC3)cc2)cc1,-7,-0.8%
CC(C)OC(=O)CSc1nnc(-c2cnccn2)n1-c1ccc(Cl)cc1,1,0.1%
O=C(c1c[nH]c(C(=O)C(Cl)(Cl)Cl)c1)c1ccccc1Cl,4,1.1%
COc1ccccc1C1=NOC(COC(=O)c2ccc([N+](=O)[O-])cc2)C1 (stereo unspecified),-2,0.7%
COc1ccc(C(=O)N(NC(=O)Oc2ccccc2)C(C)(C)C)cc1,-8,-4.9%
COc1ccc(-c2cc(C(F)(F)F)nc(SCCC(=O)N3CCOCC3)n2)cc1,·,1.7%
COc1ccc(OCc2ccc(-c3nc4ccccc4c(=O)n3N)o2)cc1,·,-0.7%
COc1cccc(CN2CCNC(=O)C2CC(=O)NCc2cn3cccc(C)c3n2)c1OC (stereo unspecified),·,2.0%
O=C(Nc1ccc(F)cc1)N1CCN(c2nc3ccccc3s2)CC1,-5,-5.1%
CC1CCCN(C(=O)c2ccc3c(=O)n(C4CCCC4)c(=S)[nH]c3c2)C1 (stereo unspecified),6,-1.1%
CCN(CC(=O)Nc1ccc(C#N)c(Cl)c1)CC(=O)NC(C)(C)C,55,-1.6%
Cc1noc(C)c1S(=O)(=O)N1CCC(C(=O)N2CCN(c3ccc(Cl)cc3)CC2)CC1,18,·
O=C(Nc1cccc(S(=O)(=O)N2CCCC2)c1)c1cc(-c2ccccn2)nc2ccccc12,1,-5.9%
COc1ccc(CCNC(=O)CSc2nc(C)cs2)cc1,-4,-1.6%
CC1(C)CC2CC(C)(CN2C(=O)c2ccccc2)C1 (stereo unspecified),-9,10.0%
O=C(O)CCC(NC(=O)OCc1ccccc1)C(=O)O (stereo unspecified),·,1.1%
Fc1ccc(N2CCN(C(c3cccs3)c3nnnn3C3CCCC3)CC2)cc1 (stereo unspecified),·,6.0%
Cc1cc(OCC(=O)Nc2ccncc2)ccc1Br,40,-2.4%
O=C(C1CC(=O)N(C2CCCC2)C1)N1CCN(c2ccccc2F)CC1 (stereo unspecified),·,1.6%
Cc1cc(C)c(Nc2ncnc(N)n2)c(C)c1,0,0.3%
O=C(N/N=C/c1cccc([N+](=O)[O-])c1)c1cccc(Br)c1,27,-6.9%
CCc1cc(/C(Cc2ccccn2)=N\Nc2ccccc2)c(O)cc1O,-13,3.0%
O=C(CCc1nnc(C2CCCCC2)o1)NCCCOc1cccnc1,-10,1.8%
O=C(c1ccccc1-c1nc(-c2ccc(F)cc2)no1)N1CCCC1,8,-3.6%
CCCn1c(=O)c2c(nc3n2CCN3Cc2ccco2)n(C)c1=O,-8,1.1%
COc1ccc(CC(=O)Nc2nc3n(n2)C(c2ccccc2)CC(=O)N3)cc1OC (stereo unspecified),·,8.5%
C=CCc1cccc(CNc2nc3ccccc3n2CCC)c1O,1,-3.7%
Cc1cc(OC(=O)c2ccccc2Br)cc(=O)n1C,-3,-1.6%
O=C1NC(c2ccccc2)=N/C1=C/c1ccco1,4,4.8%
CCOC(=O)C1=C(C)NC2=C(C(=O)C(C(=O)OC)C(C)C2)C1c1ccc(OC)c(O)c1 (stereo unspecified),76,3.4%
CN=c1sc(C(=O)Nc2ccccc2)c(C)n1C,·,6.1%
Nc1ccccc1C(=O)N1CCCC1,3,-2.1%
CS(=O)(=O)N(Cc1ccccc1)c1ccccn1,·,5.8%
CC/C=C/C(=O)N1CC2(CC(c3cccc(NC(=O)c4ccccc4)c3)=NO2)C[C@@H]1C(N)=O (stereo partly specified),-6,0.2%
CC(C)NC(=O)CSCc1c(Cl)cccc1Cl,-2,2.1%

# Next section
SMILES,RmlCD inh 1536,GlmU inhibition
CCc1ccc(OCc2cnc(Cl)s2)cc1,·,-0.6%
O=C1NC(=O)N(CC2CCCO2)C(=O)/C1=C/c1cccs1 (stereo unspecified),8,4.3%
COc1ccccc1-c1ccc(Nc2cccc(C(C)=O)c2)nn1,·,0.6%
Cc1onc(-c2ccccc2Cl)c1C(=O)Nc1ccc(-n2nncc2-c2ccco2)cc1,·,-5.1%
Cc1ccc(Cc2ccc(C(=O)NNC(N)=S)o2)cc1,5,1.8%
NS(=O)(=O)c1ccc(NC(=S)NCc2ccco2)cc1,0,4.8%
CCOC(=O)Cc1csc(NC(=O)c2c(O)c3ccccc3n(CCC(C)C)c2=O)n1,10,3.5%
CN1C(C(=O)NCC2CC2)CC2Cn3c(nc4cc5ccccc5cc43)C21 (stereo unspecified),·,2.7%
O=C(CC(c1ccccc1)c1cc(Cl)ccc1O)N1CCCC1 (stereo unspecified),6,3.3%
CN1C(=O)CC(N2CCN(c3ncccn3)CC2)C1=O (stereo unspecified),·,-1.3%
CCC(OC(=O)c1cccs1)C(=O)NC1CCCCC1 (stereo unspecified),32,0.9%
C=CCc1cccc(/C=N/NC(=O)c2ccccc2Br)c1O,·,2.8%
O=C(N/N=C/c1ccc(O)cc1)c1csc2ccccc12,-11,-3.9%
CCOC(=O)c1cnc(-n2nc(C)cc2C)nc1NC1CCCCC1,·,-2.4%
C=CCNC(=O)Cc1c(OC)ccc2cc(Br)ccc12,-8,1.1%
Cc1ccc(/C=N/NC(=O)c2cccs2)s1,1,5.0%
CN(C1CCCCC1)S(=O)(=O)c1ccc(NC(=O)C2CCCCC2C(=O)O)cc1 (stereo unspecified),1,-2.4%
COCc1n[nH]c(=S)n1-c1cccc2ccccc12,-16,-0.7%
Cc1nc(-c2cccnc2)sc1C(=O)N/N=C/c1ccccc1Cl,8,-3.2%
COc1ccc(NC(=O)CC2SC(N)=NC2=O)c([N+](=O)[O-])c1 (stereo unspecified),·,2.2%
Cc1nn2c(-c3ccccn3)ccnc2c1Cl,-1,-3.2%
Cc1ccccc1Nc1nc(-c2sc(NC(=O)c3ccco3)nc2C)cs1,-1,-0.1%
CCOc1ccccc1NC(=O)Cn1c(=O)oc2ccccc21,10,-7.2%
Cc1cc(C(=O)N/N=C/c2cc(N=Nc3ccccc3)ccc2O)n[nH]1,-8,-3.4%
C=CCn1c(C)cc(C2=NNC(=NCc3ccccc3)SC2)c1C,-12,-0.2%
Cc1ccccc1Cn1nnc(C(=O)Nc2cccc(C)c2C)c1N,-1,-0.1%
N#Cc1cc(S(=O)(=O)c2ccc(F)cc2)c(N)[nH]c1=O,·,2.4%
CCCOCC(O)COc1ccccc1C(=O)N1CCOCC1 (stereo unspecified),31,3.6%
COc1ccc(-c2ccc(SCC(=O)N3CCOCC3)nn2)cc1OC,10,1.7%
CC(=O)Nc1nnc(Cc2c[nH]c3ccccc23)s1,-4,-5.8%
Cc1cccc(-c2cc3nc(C)cc(NCCCN(C)C)n3n2)c1,22,0.6%
CC(=O)/C=C(\C)Nc1ccccc1O,4,3.8%
COc1ccc(/C=N/NC(=O)c2nonc2N)cc1OC,-2,-0.6%
Clc1cc(Cl)c2nc(N3CCOCC3)sc2c1,·,2.4%
COC(=O)c1cc(COC(=O)c2ccc(OC)c(S(=O)(=O)N3CCCC3)c2)oc1C,-5,-0.6%
Cc1ccc(NC(=O)NCC(c2cccnc2)N2CCOCC2)cc1 (stereo unspecified),-8,-0.7%
COc1ccc(N(C(=O)Cn2nnc(-c3ccc(Cl)cc3)n2)C(C(=O)NCC2CCCO2)c2ccc(C)cc2)cc1 (stereo unspecified),9,0.6%
COC1=CC(=O)C(O)=C(CCCCCCC/C=C/CCCCCCCC2=C(O)C(=O)C=C(OC)C2=O)C1=O,·,14%*
O=C(CCCc1c[nH]c2ccccc12)NCc1ccc2c(c1)OCO2,6,0.6%
O=C(NCc1ccco1)c1cc2ccc(O)cc2oc1=O,-11,4.9%

# Molecules shown so far that have a furan ring, fused or not (12):
SMILES,RmlCD inh 1536,GlmU inhibition
CC(C)CCNC(=O)c1cc(-c2ccco2)nc2ccccc12,·,4.1%
O=C(CSc1nc(-c2ccco2)cc(C(F)(F)F)n1)NCc1cccs1,·,-4.6%
O=C(NCc1cccnc1)c1ccc(COc2ccc(Cl)cc2Cl)o1,4,-3.5%
COc1ccc(OCc2ccc(-c3nc4ccccc4c(=O)n3N)o2)cc1,·,-0.7%
CCCn1c(=O)c2c(nc3n2CCN3Cc2ccco2)n(C)c1=O,-8,1.1%
O=C1NC(c2ccccc2)=N/C1=C/c1ccco1,4,4.8%
Cc1onc(-c2ccccc2Cl)c1C(=O)Nc1ccc(-n2nncc2-c2ccco2)cc1,·,-5.1%
Cc1ccc(Cc2ccc(C(=O)NNC(N)=S)o2)cc1,5,1.8%
NS(=O)(=O)c1ccc(NC(=S)NCc2ccco2)cc1,0,4.8%
Cc1ccccc1Nc1nc(-c2sc(NC(=O)c3ccco3)nc2C)cs1,-1,-0.1%
COC(=O)c1cc(COC(=O)c2ccc(OC)c(S(=O)(=O)N3CCCC3)c2)oc1C,-5,-0.6%
O=C(NCc1ccco1)c1cc2ccc(O)cc2oc1=O,-11,4.9%

# Screens deposited in PubChem by several laboratories.
